# Bioassay records from PubChem.
# PHOSPHO1 block – inhibitors of human PHOSPHO1 phosphatase; recombinant PHOSPHO1, absorbance phosphatase assay; Q8TCT1; 290,000 tested, 1.1% active; inhibition, % at 13.3 µM; in the data active = inhibition above about 60%
# FID counter – counter-screen for HCV NS3 helicase inhibitors: DNA intercalator displacement; DNA fluorescent intercalator displacement, fluorescence; inhibition, % at 7.9 µM; AID 1845; 290,000 tested, 0.17% active; in the data active = inhibition above about 37%;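 note: 0% = vehicle and 100% = reference compound; higher means more ethidium bromide displaced from hairpin DNA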
# IMP-1 inh – blocks Pseudomonas aeruginosa IMP-1 metallo-beta-lactamase; inhibition, % at 5.6 µM; purified IMP-1, nitrocefin hydrolysis, epi-absorbance fluorescence; 290,000 tested, 0.45% active; AID 1556;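 active = inhibition above the mean plus 3 SD of all compounds in the same screening run, cut at about 4.5% in these data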;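 note: 0% = IMP-1 with DMSO and 100% = DMSO wells lacking enzyme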
#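 System: Purified IMP-1 | Read-out basis: Percent enzyme inhibition | Controls: IMP-1 with DMSO as 0%, enzyme-free DMSO as 100% | Replicates: One well per compound | Doses: 5.6 µM nominal single concentration | Detection: Epi-absorbance fluorescence, 480 nm excitation, 530 nm emission | Incubation: 25 °C, 15 min preincubation, 25 min reaction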
# MEKK3 PB1 HTS – modulators (inhibitors or enhancers) of MEK5 binding to human MEKK3 PB1 domain | Q99759 | bead-based flow cytometry, Alexa488-MEK5 binding to MEKK3; actives lie on both sides; 0 = blocked by unlabeled MEK5, 100 = vehicle | binding response (% of control), % at 10 µM | 290,000 tested, 1.4% active | AID 1529;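 active = binding response more than 3 SD above or below the average of its plate-row segment, actives on both sides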;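 note: Alexa488 bead fluorescence after subtracting the streptavidin-only scavenger bead signal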
# VIM-2 inh – blocks Pseudomonas aeruginosa VIM-2 metallo-beta-lactamase | purified VIM-2, nitrocefin hydrolysis, epi-absorbance fluorescence | inhibition, % at 5.6 µM | 290,000 tested, 0.89% active | AID 1527;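 active = inhibition above the mean of all tested compounds plus 3 SD, cutoff set per screening run, cut at about 7.5% in these data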;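 note: red hydrolysis product quenches plate fluorescence so inhibitors raise well fluorescence; 0% = enzyme with DMSO and 100% = DMSO without enzyme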
# UBC9 SUMO inh – SUMOylation inhibition; HTRF SUMOylation assay, SAE1/SAE2 + UBC9, in vitro; 290,000 tested, 0.36% active; inhibition, % at 35 µM; AID 2006; in the data active = inhibition above about 50%, passing the limit was not always enough; note: strong numbers were not always called active
# NS3 helicase inh – HCV NS3 helicase inhibition; AID 1800; inhibition, % at 10.9 µM; 290,000 tested, 0.56% active; NS3 helicase DNA unwinding, Cy5 molecular beacon fluorescence;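 active = inhibition above the mean of all tested compounds plus 3 SD, set per campaign, cut at about 35% in these data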;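 note: 0% = DMSO wells and 100% = thioflavine S control wells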
#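 System: NS3 helicase fragment of HCV / Schedule: 1 h at 25 °C / Control set: DMSO alone as 0% and 110 µM thioflavine S as 100% / Reagent: Cy5/quencher beacon DNA duplex and ATP to start / Technique: Cy5 fluorescence / Replication: singlicate / Evaluation: % inhibition of end-to-start signal ratio versus controls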
# p-CIP stab down – lowers stability of the mouse p/CIP coactivator protein. Q05BA5. F442A p/CIP-EGFP cells, EGFP fluorescence, 16 h. decrease of EGFP signal, % at 10 µM. 290,000 tested, 0.01% active. AID 1984;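 active = EGFP signal decrease of at least 30% at 10 µM or well 3 SD below plate mean, unless failing retest; inactive = the rest, including hits failing retest or dose response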; note: some compounds called inactive have numbers as strong as hits; many of its hits are not listed in these tables
# IDE cell activ – boosts human insulin-degrading enzyme activity in HEK cells; P14735; FAbeta-B cleavage, fluorescence polarization; 0% vehicle, 100% cell-free pure enzyme wells; activation, % at 5.96 µM; 340,000 tested, 0.073% active; AID 493087;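 active = activation above the mean of all tested compounds plus 3 SD, set per screening campaign, cut at about 17% in these data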
# Target sequence (P14735 whole entry, looked up): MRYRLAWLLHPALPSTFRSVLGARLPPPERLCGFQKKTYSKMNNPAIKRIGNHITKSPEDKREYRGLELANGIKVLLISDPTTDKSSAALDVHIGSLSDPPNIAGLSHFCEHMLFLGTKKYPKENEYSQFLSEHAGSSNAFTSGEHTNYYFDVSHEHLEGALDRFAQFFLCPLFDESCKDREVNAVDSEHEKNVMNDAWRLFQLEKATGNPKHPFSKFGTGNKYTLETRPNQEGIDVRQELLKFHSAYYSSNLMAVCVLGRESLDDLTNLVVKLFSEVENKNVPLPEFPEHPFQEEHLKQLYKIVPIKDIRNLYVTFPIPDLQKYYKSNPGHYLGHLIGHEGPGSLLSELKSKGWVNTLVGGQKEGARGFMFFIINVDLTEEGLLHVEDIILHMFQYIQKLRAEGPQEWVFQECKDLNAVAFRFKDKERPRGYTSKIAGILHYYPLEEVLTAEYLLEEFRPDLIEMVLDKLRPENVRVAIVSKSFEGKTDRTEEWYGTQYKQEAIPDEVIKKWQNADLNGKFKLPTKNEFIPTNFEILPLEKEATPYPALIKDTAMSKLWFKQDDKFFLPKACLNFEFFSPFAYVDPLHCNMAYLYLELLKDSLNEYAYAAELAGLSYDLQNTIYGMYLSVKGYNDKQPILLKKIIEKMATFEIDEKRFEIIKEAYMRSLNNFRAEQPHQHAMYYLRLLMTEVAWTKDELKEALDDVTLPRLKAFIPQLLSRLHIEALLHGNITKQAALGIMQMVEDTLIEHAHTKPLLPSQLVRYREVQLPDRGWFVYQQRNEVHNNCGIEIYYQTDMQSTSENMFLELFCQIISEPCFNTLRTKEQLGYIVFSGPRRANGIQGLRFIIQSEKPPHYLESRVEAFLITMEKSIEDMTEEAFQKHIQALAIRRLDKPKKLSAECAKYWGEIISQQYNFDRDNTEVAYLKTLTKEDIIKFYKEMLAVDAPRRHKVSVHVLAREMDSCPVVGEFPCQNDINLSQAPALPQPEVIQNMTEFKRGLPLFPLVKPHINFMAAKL
# * = called active by the depositor; . = not tested or not shown. This is a subset; rates above refer to the full screens.
# Start of the listing, in advance (5 entries):
SMILES,PHOSPHO1 block,FID counter,IMP-1 inh,MEKK3 PB1 HTS,VIM-2 inh,UBC9 SUMO inh,NS3 helicase inh,p-CIP stab down,IDE cell activ
Cc1c(Cl)cccc1N(CC(=O)O)S(C)(=O)=O,20,1,1.5,103,-2.3,2,8,-3,0
O=C1CCCN1c1nccs1,-16,-1,-4.6,111,-4.2,9,-4,-2,6
Cc1cc(C(=O)NCc2cccs2)n(-c2ccccc2)n1,4,0,-2.6,95,-4.8,14,4,-14,8
CC1(C)Cc2nc3oc4c(SCC(N)=O)ncnc4c3cc2CO1,8,-1,-5.4,98,-1.8,-8,-2,1,.
CN(C)CCCNCCCNC(=O)/C(=N\O)c1ccccc1,4,3,-2.6,110,-2.2,-23,-5,2,0

# This part in full (from the top)
SMILES,PHOSPHO1 block,FID counter,IMP-1 inh,MEKK3 PB1 HTS,VIM-2 inh,UBC9 SUMO inh,NS3 helicase inh,p-CIP stab down,IDE cell activ
Cc1c(Cl)cccc1N(CC(=O)O)S(C)(=O)=O,20,1,1.5,103,-2.3,2,8,-3,0
O=C1CCCN1c1nccs1,-16,-1,-4.6,111,-4.2,9,-4,-2,6
Cc1cc(C(=O)NCc2cccs2)n(-c2ccccc2)n1,4,0,-2.6,95,-4.8,14,4,-14,8
CC1(C)Cc2nc3oc4c(SCC(N)=O)ncnc4c3cc2CO1,8,-1,-5.4,98,-1.8,-8,-2,1,.
CN(C)CCCNCCCNC(=O)/C(=N\O)c1ccccc1,4,3,-2.6,110,-2.2,-23,-5,2,0
CC(=O)Nc1cccc(NC(=O)CSc2nc3c(c(=O)n(C)c(=O)n3C)n2C)c1,31,-8,0.0,100,-0.6,-7,-2,-14,-3
O=C(NNC(=S)Nc1ccc(F)c(Cl)c1)C1CC1,-32,-2,-3.8,106,-2.9,3,-4,15,4
CC(C)(C)c1nnc2sc(SCC(=O)c3cccs3)nn2c1=O,58,-6,0.4,96,-2.7,20,15,-18,-3
CCN(CC)CCCCCC(=O)Nc1ccccc1C(=O)Nc1ccccc1,30,4,-3.0,105,-0.6,15,4,-10,3
CCOc1ccc(C(C(=O)NCC2CCCO2)N(Cc2cccc(OC)c2)C(=O)c2snc(C(N)=O)c2N)cc1 (stereo not given),35,-49,-2.4,96,-1.9,-1,-18,-10,5
FC(F)(F)c1cc(-c2cccs2)nc2cc(-c3cccs3)nn12,3,-1,-3.4,88,-0.8,18,-12,-3,.
COc1ccc(-c2cnnc(N/N=C/c3c(C)nn(-c4ccccc4)c3Cl)n2)cc1,-10,-6,-2.8,98,-2.2,-6,9,-13,5
COc1ccc(C2=NOC(C(=O)N3CCN(c4ccccc4OC)CC3)C2)cc1 (stereo not given),20,-11,-3.8,117,-1.0,-2,-3,-16,0
Cc1ccc(S(=O)(=O)N2CCC(C(=O)OCC(=O)N3CC(=O)Nc4ccccc43)CC2)cc1,12,-30,0.7,101,1.5,15,1,-12,-2
Cc1nc2nc(C)c(CCC(=O)N3CCN(c4ccccn4)CC3)c(C)n2n1,6,-11,-0.1,89,-0.6,-25,4,-2,0
CCC(CC)C(=O)N1c2ccc(F)cc2CCC1C (stereo not given),-3,-8,-2.8,97,-2.3,-40,4,-6,0
O=C(Nc1nc2ccccc2s1)c1cc(-c2ccco2)nc2ccccc12,9,-6,-0.1,110,-3.7,17,33,0,-1
O=C(Nc1ccccc1C(=O)N1CCCC1)C1COc2ccccc2O1 (stereo not given),16,4,-3.2,97,2.1,14,-14,3,-4
Cc1cc(-c2nnc(SCC(=O)Nc3ccc(C)c(C)c3)n2N)n[nH]1,49,-21,-3.8,97,-4.7,0,0,-16,1
COc1ccc(OCCCC(=O)NC(C)c2ccccc2)cc1 (stereo not given),5,-10,1.7,95,-1.2,-10,-1,-13,2
CC(C)(O)/C=C1/Oc2ccccc2C1N1CCCCC1 (stereo not given),-4,-4,0.7,99,-1.4,13,-2,0,4
CCn1c(=O)c(=O)[nH]c2c(=O)oc3ccc(S(=O)(=O)Nc4ccccc4)cc3c21,43,-13,-2.9,95,-5.2,6,6,2,5
COCCCn1c(SCC(=O)O)nc2cc(OC)c(OC)cc2c1=N,2,-6,-3.2,100,-2.6,11,-15,-5,.
CC(=O)Nc1sc2c(c1C#N)CCN(Cc1ccccc1)C2,31,-7,-1.5,100,3.3,1,-4,0,2
O=C(O)/C(=C1\OC(=O)c2ccccc21)c1ccccc1,-10,2,-1.9,94,-2.2,11,1,-3,-2

# Next records.
SMILES,PHOSPHO1 block,FID counter,IMP-1 inh,MEKK3 PB1 HTS,VIM-2 inh,UBC9 SUMO inh,NS3 helicase inh,p-CIP stab down,IDE cell activ
CCc1ccccc1NC(=O)c1cccc(NC(=O)/C=C/c2ccco2)c1,-1,-4,0.2,100,0.6,16,19,0,-1
Cc1cccc(C)c1N(CC(=O)NC1CCCCC1)C(=O)c1csnn1,18,-25,1.6,101,0.9,-9,12,-1,2
COC(=O)c1ccc2c(=O)n(Cc3ccc(C(=O)NC(C)C)cc3)c(=S)[nH]c2c1,-16,-11,-1.9,88,0.4,3,11,10,-2
CCOc1cc(S(=O)(=O)NC2CC2)c(OCC)cc1-n1cnnn1,7,-2,0.9,99,-2.4,11,-3,10,6
CCC(=O)N(Cc1ccc(S(N)(=O)=O)cc1)C1CC(=O)N(c2ccccc2)C1=O (stereo not given),27,0,-1.7,103,-1.8,10,0,2,6
CN(C)S(=O)(=O)N(CC(=O)NCCSCc1ccccc1)c1ccccc1,-18,-25,-3.5,97,-2.4,3,-2,-11,7
NS(=O)(=O)c1ccc(CCNC(=O)CCCCCn2c(=S)[nH]c3ccc(Br)cc3c2=O)cc1,-148,-24,-1.5,106,-2.4,1,7,-1,3
CCc1ccc(NC(=O)CSC2=C(C#N)C(c3ccc4c(c3)OCO4)CC(=O)N2)cc1 (stereo not given),.,-6,1.8,106,0.6,.,-9,.,0
C/C=C/CSc1nc2c(c(=O)[nH]c(=O)n2C)n1CCC,3,-5,-0.8,79,0.5,-4,5,-20,0
CCOC(=O)NC(=O)/C(C#N)=C\Nc1ccc(Cl)cc1Cl,20,3,-1.6,106,-0.8,18,2,-3,3
Cc1cc(C)c(C#N)c(N2CCCC2)n1,14,0,-6.1,.,3.0,-3,-3,-1,8
O=S(=O)(Cc1ccccc1)N1CCNCC1,40,-5,-1.0,103,0.9,16,-3,6,2
Cc1ccc(Oc2nc3ccccn3c(=O)c2/C=C(\C#N)C(=O)NC2CCS(=O)(=O)C2)cc1 (stereo not given),36,-24,-4.1,103,-3.4,16,-4,-5,4
CCOC(=O)N1CCN(c2ccc(Cl)cc2)CC1,-10,-10,-0.9,93,-2.9,-9,6,4,0
O=C(CCCN1C(=O)c2ccccc2C1=O)NCc1ccc(F)cc1,50,-12,-3.4,115,-0.4,22,0,2,3
CC1CCC(C(=O)NNC(=O)c2cc(-c3ccco3)[nH]n2)CC1 (stereo not given),2,-4,-5.2,95,-2.4,-3,22,-3,-8
COc1ccc(F)cc1C(=O)C1CCCN(C(=O)c2ccccc2N(C)C)C1 (stereo not given),50,-34,-1.0,98,-3.2,-4,-6,2,-2
N=c1sccn1CC(=O)Nc1cccc2ccccc12,0,-1,-3.1,107,-5.1,-1,-2,-1,6
CCn1c(SC(C)C(=O)NC2CCCc3ccccc32)nnc1-c1cccs1 (stereo not given),14,-25,-1.8,100,-1.7,3,0,-14,6
COc1cc(NC(=O)CSc2nc3ccccc3n2-c2ccccc2)c(C)cc1[N+](=O)[O-],-10,-5,-2.4,89,-6.4,-16,-9,-6,2
COc1ccccc1N1CCN(C(=O)CSc2nc(-c3ccco3)cc(C(F)(F)F)n2)CC1,15,-29,0.0,89,-1.7,25,20,-10,-2
COc1cc(C2=NOC(C(=O)N3CCCc4ccccc43)C2)cc(OC)c1OC (stereo not given),16,-35,-6.0,100,-3.9,13,-5,13,5
CCCCN(C)C(=O)c1c[nH]c2ccc(S(=O)(=O)N3CCOCC3)cc2c1=O,-15,-1,-0.9,101,-0.1,-8,0,3,3
COc1cc(S(=O)(=O)n2cnc(C)c2)ccc1Cl,16,1,-1.4,99,0.2,6,11,7,3
COc1ccc(C(=O)C[n+]2cccc(C(N)=O)c2)cc1,23,-2,-1.8,98,-1.6,-1,-1,4,-3

# Continued:
SMILES,PHOSPHO1 block,FID counter,IMP-1 inh,MEKK3 PB1 HTS,VIM-2 inh,UBC9 SUMO inh,NS3 helicase inh,p-CIP stab down,IDE cell activ
Clc1ccc(Nc2nc3ccccc3n3nnnc23)cc1,12,-3,-4.0,103,-1.4,23,-13,8,-1
COc1cccc2c1OC1(CCN(C(C)C)CC1)N1N=C(c3cccnc3)CC21 (stereo not given),51,-10,-1.2,97,-0.4,8,18,3,7
O=C(Nc1cc(Cl)ccc1Oc1ccccc1)c1ccccc1F,-23,1,-2.9,98,-1.8,7,-12,-4,-1
COc1cc(NC(=O)CCc2nnc3ccc(N4CCN(C)CC4)nn23)cc(OC)c1,12,4,-0.2,100,-0.4,11,10,-15,7
CCn1c(=O)c(-c2nc3ccccc3[nH]2)c(O)c2ccccc21,-11,6,-5.5,97,-3.8,-7,6,21,.
CNC(=O)c1[nH]cnc1C(=O)Nc1ccc(F)cc1,-23,-4,-4.1,103,-4.5,5,0,-10,2
CC(=O)N/C(=C\c1ccc(F)cc1)C(=O)OCc1ccccc1,38,-12,-1.9,105,-1.6,4,-2,-6,3
COc1ccc(NC2C=CS(=O)(=O)C2)cc1 (stereo not given),-20,2,-3.0,89,-0.7,10,-4,-3,-1
Cc1cc(NC(=O)CCC(=O)N(CCc2ccccc2)C(C(=O)NC2CCCC2)c2ccco2)no1 (stereo not given),0,-26,1.7,106,-1.0,-5,-6,-7,1
Cc1ccccc1NC(=O)C1c2ccccc2Oc2ccccc21,-12,2,-2.2,125,-3.8,6,2,0,-1
Cc1ccc(OCC(=O)N2CCN(S(=O)(=O)c3ccccc3[N+](=O)[O-])CC2)cc1,30,-18,-1.6,97,-1.9,20,-6,-8,5
Oc1[nH]c2ccccc2c1/C=N/N1CCCCC1,-9,1,-0.9,.,0.4,-20,19,1,0
CCCC(=O)Nc1nnc(SCC(=O)Nc2ccc3c(c2)OCCO3)s1,34,-3,0.6,84,1.9,16,5,2,2
CCOC(=O)N1CCN(C(=O)c2cn(CC)c3ccc(S(=O)(=O)N4CCCCC4)cc3c2=O)CC1,-7,-40,-2.8,121,-3.8,16,6,5,0
CSc1cccc(N=C2C(=O)Nc3ccccc32)c1,47,-1,-0.8,100,-0.9,1,0,2,1
CCc1ccc(C(=O)COC(=O)c2cccs2)cc1,23,-15,-5.6,.,-1.8,17,-5,-11,-1
Cc1ccc2cc3c(NC(=O)c4ccco4)nn(CC(C)C)c3nc2c1,-28,-4,-1.0,99,-1.9,16,4,6,-3
CCCCN(C)C(=O)CCCc1c[nH]c2ccccc12,-1,-31,1.1,114,5.2,-8,22,-11,5
